Screening data as filed in PubChem BioAssay.
M. tuberculosis – growth inhibition of non-replicating M. tuberculosis (AID 488890) | Mycobacterium tuberculosis non-replicating, growth inhibition; higher % means a stronger effect | inhibition, % at 25 µM; hits with a dose series show IC50 in µM | 0.39% of 320,000 active; in the data active = a potency from the dose series; inconclusive = inhibition mostly from about 82% at the one dose, without a potency; inactive = the rest, 99 in 100 with inhibition below about 76%;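 note: plate controls were DMSO cells for no effect and high antibiotic wells for full effect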
VEEV TC-83 Vero – inhibitors of VEEV TC-83 cytopathic effect, confirmation, Vero cells (AID 588727); Vero cells, VEEV TC-83 cytopathic effect inhibition; higher % means a stronger effect; inhibition, % at 20 µM, or IC50 in µM where a hit was titrated; 0.13% of 350,000 active; in the data active = a potency from the dose series; inconclusive = inhibition mostly from about 14% at the one dose, without a potency; inactive = the rest, 99 in 100 with inhibition below about 12%; note: strong numbers were not always called active
H1N1 NS1A inhibition – H1N1 influenza NS1A inhibitors, functional cell based assay (AID 504329); NS1A functional cell-based assay, percent inhibition; higher % means a stronger effect; inhibition, % at 12.5 µM, or IC50 in µM where a hit was titrated; 0.3% of 340,000 active; in the data active = a potency from the dose series; inconclusive = inhibition above about 27% without an active follow-up result; note: strong numbers were not always called active
PhoP GFP inhibition – PhoP regulon inhibitors, Salmonella typhi PhoP promoter GFP reporter, confirmatory (AID 1850); inhibition, % at 50 µM; hits with a dose series show IC50 in µM; Salmonella Typhi PhoP-promoter GFP reporter, fluorescence, 4 h; higher % means a stronger effect; 0.33% of 310,000 active; in the data active = a potency from the dose series; inconclusive = inhibition mostly from about 25% at the one dose, without a potency; inactive = the rest, 99 in 100 with inhibition below about 19%;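 note: 0% = induced wells with vehicle and 100% = uninduced wells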
H37Rv inhibition – M. tuberculosis growth inhibition, HTS (AID 449762); inhibition, % at 25 µM; hits with a dose series show IC50 in µM; 0.59% of 330,000 active; M. tuberculosis H37Rv growth inhibition, 7H9 media; higher % means a stronger effect; in the data active = a potency from the dose series; inconclusive = inhibition above about 70% without an active follow-up result;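 note: bacterial growth assessed after seven days of incubation; strong numbers were not always called active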
VEEV TC-83 Vero 10K pilot screen – recorded beside VEEV TC-83 Vero, whose call it bears; inhibition, %; measured here: 10K pilot screen inhibition
Numbers without * were called inactive; i = inactive; u = inconclusive; x = not tested or not shown. Hits appear at their usual frequency; any-hit rate near 1.5%.

SMILES | M. tuberculosis | VEEV TC-83 Vero | H1N1 NS1A inhibition | PhoP GFP inhibition | H37Rv inhibition | others
O=C(N/N=C\c1cccc(F)c1)c1ccc(Cn2cc(Br)c([N+](=O)[O-])n2)o1 | 56% | 1.4% | -4% | -1% | 2%
C=CCC[C@@H](Cc1ccc(F)cc1)C(=O)OC[C@H](Cc1c[nH]c2ccccc12)NC(=O)[C@@H](CC=C)CC(=O)NCCO | 60% | 0.9% | 4% | x | 26%
CC(=O)c1cccc(NC(=O)C2=CC(c3cccs3)=NS(=O)(=O)N2C)c1 | 6% | 3.5% | -12% | -6% | -2%
Cc1cccc(OCCOCCN2CCOCC2)c1C | 14% | i | 0% | -1% | -8%
COC(=O)C1=C(c2c(C)noc2C)C[C@@H]2CC[C@H]1N2C(=O)N1CCc2cc(OC)c(OC)cc2C1 | 11% | 9.2% | 5% | x | -4%
O=C(O)C1C(C(=O)Nc2ccc(Cl)cc2)C2C=CC1C21CC1 (centres undefined) | 4% | 1.4% | -2% | -3% | -6%
O=S(=O)(c1ccc(NC(=S)N2CCN(c3ccc(O)cc3)CC2)cc1)N1CCOCC1 | 18% | 1.1% | x | -5% | -1%
Cc1cccc(NC(=O)Cn2c([N+](=O)[O-])cnc2C)c1C | -10% | x | x | -5% | 1%
Cc1ccc(S(=O)(=O)NC(CC(C)C)C(=O)Nc2ccncc2)cc1 (centres undefined) | x | 0.3% | -12% | -6% | 0%
COc1cc(C(O)c2nc3ccccc3n2C)cc(OC)c1OC (centres undefined) | 12% | 0.1% | 1% | -5% | -8%
N#CC1CC(c2ccccc2)=NN1c1ccccc1[N+](=O)[O-] (centres undefined) | 19% | 3.0% | -1% | 5% | 1%
COc1ccc(CN/C(C)=C(/C#N)C(N)=O)cc1OC | -7% | 4.7% | 6% | -4% | -3% | VEEV TC-83 Vero 10K pilot screen=1.3
C=CCSC(=S)Nc1c(C)n(C)n(-c2ccccc2)c1=O | -10% | 4.2% | -3% | 1% | -8%
Cc1ccc(NC(=O)COC(=O)CN2C(=O)NC3(CCCC3)C2=O)cc1S(=O)(=O)N(C)C | 2% | i | -7% | -3% | -5%
Cc1ccc(C(=O)C(C)OC(=O)c2ccccc2[N+](=O)[O-])cc1 (centres undefined) | 58% | 1.3% | 20% | -4% | 4%
CCOC(=O)c1cnc(-c2ccccc2)nc1N(C)C | 1% | 1.6% | -13% | 10% | -13%
O=C1CCN(Cc2ccccc2)CCN1CCOc1ccccc1 | 12% | i | -4% | -1% | -2% | VEEV TC-83 Vero 10K pilot screen=0.0
NC(CC(=O)O)c1cccc(OCc2ccccc2)c1 (centres undefined) | -17% | 1.0% | -1% | 0% | -3%
O=C(COC(=O)c1ccco1)NCc1ccc2c(c1)OCO2 | 1% | 2.3% | -9% | 6% | 11%
CC(CC(=O)O)NCC1COc2ccccc2O1 (centres undefined) | -19% | i | -3% | 22% | 4%
CCOc1ccc(OCCC(=O)OCC(=O)NC2CCCCC2)cc1 | 50% | 1.3% | -3% | -8% | -2%
Cc1ccc(C(=O)CSc2nc(-c3ccccc3)ccc2C#N)cc1 | -42% | 1.8% | 2% | -6% | 3%
CN(C)c1ccc(C(=O)OCC(=O)N2CCCCCC2)cc1 | -6% | i | -2% | -12% | 5%
COc1ccc(/C=C/C(=O)c2ccc(C)c([N+](=O)[O-])c2)cc1O | u | u | 15% | 0% | u
O=C(c1ccccc1)c1cc2ccccc2oc1=O | 44% | 0.3% | -8% | -6% | -2%

(continued)
SMILES | M. tuberculosis | VEEV TC-83 Vero | H1N1 NS1A inhibition | PhoP GFP inhibition | H37Rv inhibition | others
CSc1ccc(CNC(=O)C2Cc3cc(S(=O)(=O)N4CCCC4)ccc3N2C(C)=O)cc1 (centres undefined) | 5% | 0.2% | 3% | 2% | 3%
CCc1ccc2[nH]c(=O)c(CN(CCCO)C(=O)NCc3ccccc3)cc2c1 | 1% | 3.8% | -1% | 2% | -5%
CC1(OC(=O)CCc2ccccc2)C(=O)C=C2C=C(c3ccc(C#N)cc3)N(C(CO)CO)C=C2C1=O (centres undefined) | 2% | 1.1% | 1% | -4% | 0%
CCN(CC(=O)NC1CCS(=O)(=O)C1)S(=O)(=O)c1ccc(C)c(C)c1 (centres undefined) | 10% | 0.4% | -5% | -3% | 1%
CC1(C)CC(=O)C(C=NCCN2CCN(C3CC(=O)N(c4cccc(Br)c4)C3=O)CC2)=C(O)C1 (centres undefined) | 20% | 0.1% | -2% | -6% | -1%
Cn1cc(Cl)c(C(=O)OCC(=O)Nc2ccc(S(N)(=O)=O)cc2)n1 | x | 1.1% | 9% | x | x
CCc1cccc(C)c1NC(=O)C1CC=CCC1C(=O)O (centres undefined) | -1% | 0.8% | -4% | 11% | 0%
CC(O)CCC(=O)NNC(=S)Nc1ccccc1 (centres undefined) | -5% | 1.0% | -4% | -8% | -2%
CCn1c(/C(C#N)=N/O)nc2ccccc21 | 17% | 1.0% | -3% | -6% | -3%
O=C(C1CCN(S(=O)(=O)c2ccc(Br)s2)CC1)N1CCN(c2ccccc2)CC1 | 20% | 3.9% | 4% | 6% | 3%
O=C(Nc1ccc(O)cc1)c1ccc2c(c1)C(=O)N(N1C(=O)c3ccccc3C1=O)C2=O | -11% | 0.6% | -8% | -4% | -2%
NC(=O)NC(Cc1ccccc1)C(=O)NCCCSc1ccccc1 (centres undefined) | 2% | 1.1% | 8% | 5% | -2%
CCOc1ccc(Cn2c(=O)oc3ccc(C)cc32)cc1OC | 17% | 1.7% | -3% | 5% | -4%
COC(=O)[C@]1(Cc2ccccc2)N[C@H](CN(C)C(=O)Nc2ccc(C(F)(F)F)cc2)[C@@H]2C(=O)N(C)C(=O)[C@@H]21 | -1% | 0.9% | -7% | x | 3%
CCOC(=O)c1c(C)[nH]c(C)c1C(=O)COC(=O)/C=C/c1ccc(OC(F)F)cc1 | 61% | 6.1% | 5% | 7% | 15%
CCN(CC)C(=O)c1ccc(NC(=S)NC(=O)CCc2ccccc2)cc1 | u | 5.5% | -3% | -3% | u
O=C(C1CCCN(Cc2ccncc2)C1)N1CCc2ccccc2C1 (centres undefined) | 0% | 0.5% | -3% | 6% | -5%
O=C(O)CCCCCNC(=O)c1ccncc1 | -4% | i | 5% | -2% | 2%
O=C(CN(Cc1ccccc1F)S(=O)(=O)c1ccc(Cl)cc1)NCCCO | -20% | 1.3% | 2% | -2% | -9%
c1nc(NCCN2CCOCC2)c2sc3nc(N4CCOCC4)c4c(c3c2n1)CCC4 | 19% | 1.3% | -11% | -4% | -7%
NS(=O)(=O)c1ccc(NC(=S)NC2CCCCCC2)cc1 | u | 1.6% | 6% | 2% | 4%
COc1ccccc1C(=O)COC(=O)CN1C(=O)C2CC=CCC2C1=O (centres undefined) | -3% | 2.9% | -18% | 0% | 4%
O=C(COc1ccc(Cl)cc1)NCc1nnc(SCC(=O)N2CCCCC2)o1 | 58% | i | 5% | 2% | -3%
CCOC(CNC(=O)C(=O)Nc1cc2c3c(c1)CCC(=O)N3CCC2)OCC | -22% | 3.7% | 4% | 3% | -2%
O=C1NC(=S)NC(=O)C1Cc1ccccc1 | x | 0.2% | 3% | x | x

Sorted by length of the SMILES (falling): 7 of the compounds above.
SMILES | M. tuberculosis | VEEV TC-83 Vero | H1N1 NS1A inhibition | PhoP GFP inhibition | H37Rv inhibition | others
CC1(C)CC(=O)C(C=NCCN2CCN(C3CC(=O)N(c4cccc(Br)c4)C3=O)CC2)=C(O)C1 (centres undefined) | 20% | 0.1% | -2% | -6% | -1%
O=C(Nc1ccc(O)cc1)c1ccc2c(c1)C(=O)N(N1C(=O)c3ccccc3C1=O)C2=O | -11% | 0.6% | -8% | -4% | -2%
CCc1ccc2[nH]c(=O)c(CN(CCCO)C(=O)NCc3ccccc3)cc2c1 | 1% | 3.8% | -1% | 2% | -5%
CCN(CC)C(=O)c1ccc(NC(=S)NC(=O)CCc2ccccc2)cc1 | u | 5.5% | -3% | -3% | u
CCOc1ccc(Cn2c(=O)oc3ccc(C)cc32)cc1OC | 17% | 1.7% | -3% | 5% | -4%
O=C1NC(=S)NC(=O)C1Cc1ccccc1 | x | 0.2% | 3% | x | x
O=C(O)CCCCCNC(=O)c1ccncc1 | -4% | i | 5% | -2% | 2%

Other records follow.
SMILES | M. tuberculosis | VEEV TC-83 Vero | H1N1 NS1A inhibition | PhoP GFP inhibition | H37Rv inhibition | others
Nc1nc(SCc2cccc([N+](=O)[O-])c2)n[nH]1 | -16% | i | -9% | -11% | -6%
CCc1nc2ccccc2c(NC(=O)CN2CC(C)CC(C)C2)c1C (centres undefined) | 6% | 1.9% | 2% | 7% | 3%
COc1ccccc1N1CC(C(=O)Nc2ccccc2N2CCCC2)CC1=O (centres undefined) | 5% | 7.6% | 0% | 4% | -6%
O=C(CN(c1ccccc1)S(=O)(=O)c1ccc(Cl)cc1)Nc1cccnc1 | 3% | 0.1% | 2% | 8% | -3%
Cc1c(=O)n(OCc2ccccn2)c2ccccc2[n+]1[O-] | -10% | 3.6% | -2% | 1% | -13%
NC(=O)CN1C(=O)C2C3C=CC(C3)C2C1=O (centres undefined) | -3% | 1.7% | -5% | -8% | 6%
CN(Cc1ccon1)C(=O)CC1C(=O)NCCN1Cc1cccc(F)c1F (centres undefined) | -1% | i | -3% | -10% | -6%
Cc1nnc(N2C(=O)c3cccc4cccc(c34)C2=O)s1 | -2% | 1.6% | -10% | 2% | 2%
COc1ccc(NC(=O)COc2ccc(-c3ccccc3)cc2)cc1 | u | 2.3% | -3% | x | u
CCc1ccc(OCC(=O)N(C)CCC#N)c(Br)c1 | 9% | 3.4% | -30% | 2% | 1%
Cc1cc(C)n(CC(O)COc2ccc(Cl)cc2)n1 (centres undefined) | 56% | i | -6% | -9% | 9%
O=C(NCCNCC(O)COc1ccc(O)cc1)N1CCOCC1 (centres undefined) | x | 1.0% | 0% | x | x
CCCCNC(=O)CSc1ccc(S(=O)(=O)N2CCOCC2)cn1 | 57% | 0.3% | 1% | x | -8%
COc1cccc(C2CC(c3cccs3)Nc3ncnn32)c1 (centres undefined) | 13% | 1.0% | 0% | -6% | 4% | VEEV TC-83 Vero 10K pilot screen=1.4
COc1ccccc1NC(=O)Cc1csc(NC(=S)Nc2ccc(C)cc2)n1 | 2% | 2.3% | -5% | 1% | -4%
Cc1cc(C(=O)CN2C(=O)NC(c3ccccc3)(c3ccccc3)C2=O)c(C)n1Cc1ccccc1 | 47% | 3.4% | 11% | -3% | 52%
COC(=O)c1ccc(CSc2n[nH]c(C)n2)o1 | -3% | 1.3% | -4% | -5% | 5%
COc1ccc(-c2noc(COc3ccc(C)c(C)c3)n2)cc1OC | -5% | 0.4% | -2% | -2% | -10%
C=C1CCN([C@H](C(=O)OCc2cccc(C)c2)C(C)C)S(=O)(=O)c2ccccc21 | 4% | i | 12% | -4% | -4%
Cc1nn(Cc2c(Cl)cccc2Cl)c(C)c1N | 46% | i | 2% | -1% | -2%
CCn1c(-c2ccc3[nH]c(C)c(C)c3c2)n[nH]c1=S | 2% | 1.5% | 4% | 3% | 8%
C/C(=N\N=C(N)N)c1ccc(Cl)c(Cl)c1 | u | 9.3% | 0% | 78µM* | 1%
COc1ccccc1N1CCN(c2nc(C)cc(C)c2C#N)CC1 | 35% | 1.4% | -4% | -4% | 11%
CCCNc1nc(C)nc2c1cnn2CCc1ccccc1 | 17% | 9.8% | 8% | 1% | -1%
Cc1ccc(Cl)cc1N1C(=O)CC(C)(C)CC1=O | -6% | 1.3% | -8% | 10% | -3%

Later entries
SMILES | M. tuberculosis | VEEV TC-83 Vero | H1N1 NS1A inhibition | PhoP GFP inhibition | H37Rv inhibition | others
COc1ccc(OC)c(NC2c3ccccc3C(=O)N2Cc2ccc3c(c2)OCO3)c1 (centres undefined) | 47% | 5.8% | 58µM* | 1% | 0% | VEEV TC-83 Vero 10K pilot screen=4.7
CCCc1nc2ccccc2c(=O)n1/N=C/c1ccc(O)cc1 | 15% | 5.0% | -2% | -7% | 5%
CCOC(=O)c1cc(C)n(-c2ccc(Cl)cc2)c1C | 19% | 3.5% | 1% | 4% | 8%
CCc1noc(C)c1C(=O)N1CCN(S(=O)(=O)c2ccc(C(C)C)cc2)CC1 | -6% | 3.1% | -11% | 11% | -9%
COc1ccccc1CC(=O)Nc1ccc(OC)c(OC)c1 | -1% | 1.4% | -2% | -6% | -8%
COc1ccc(N2C(=O)NC(NS(=O)(=O)c3ccc(Cl)cc3)(C(F)(F)F)C2=O)cc1 (centres undefined) | -8% | 0.7% | 2% | 2% | 2%
COC(=O)C1C(=O)c2c([nH]c(C(=O)OC3CCCC3C)c2C)CC1C (centres undefined) | 22% | 9.0% | 5% | -7% | -4%
